PAX8 reporter = inhibitors of PAX8-driven TPO luciferase reporter, primary screen, RMG-I cells, single concentration. SteadyGlo, 24 h. inhibition, % at 12.6 µM. 1.2% of 360,000 active. AID 652154, 2013;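 active = mean replicate inhibition at least 60% with every replicate also reaching 60%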;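 note: luciferase light reporting Pax8 driven TPO promoter activity; plate controls were median of neutral control wells for no effect and mitoxantrone controls for full effect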
FN deposit inh = inhibitors of fibronectin matrix deposition, primary screen, AH1F cells, Alexa488-fibronectin fluorescence, plate reader; AID 743247, 2014; AH1F fibroblasts, overnight; 0.086% of 350,000 active; inhibition, % at 12.6 µM;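 active = mean inhibition across replicates of 30% or more, regardless of how many single replicates reach that level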;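 note: positive control wells lacked labelled fibronectin entirely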
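Material: AH1F fibroblasts assembling fluorescent fibronectin matrix; amount: 10000 AH1F cells/well; medium: DMEM, 2% serum; reagent: Alexa488-fibronectin, 24 nM final in well; dosing: single compound dose, delivered by pin transfer; incubation: 1 h adhesion, overnight exposure; detection: fluorescence after three HBSS washes, excitation 485 nm, emission 525 nm; measure: fibronectin deposition inhibition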
EWS-Fli block = EWS/Fli-driven NR0B1 reporter inhibitors, primary screen, A673 cells, NR0B1 luciferase, luminescence, MLPCN library; AID 651661, 2012; viability-normalised; inhibition, % at 12.6 µM; 0.67% of 350,000 active;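 active = mean inhibition of at least 50% after viability correction, with every replicate also passing that limit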;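 note: firefly luciferase signal divided by Alamar Blue viability fluorescence both relative to DMSO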
ERAP1 HTS inh = human ERAP1 aminopeptidase inhibitors, primary screen, biochemical, single point, plate reader; AID 652197, 2013; recombinant ERAP1, Leu-AMC fluorescence, 60 min; inhibition, % at 10.7 µM; 0.15% of 340,000 active; Endoplasmic reticulum aminopeptidase 1 (Homo sapiens), Q9NZ08;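 active = mean replicate inhibition of at least 30%, or all replicates individually reaching that 30% level; inactive = mean below 30% and not every replicate reaching it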;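 note: 0% = neutral control wells and 100% = L-leucinethiol positive control wells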
Target sequence (Q9NZ08 whole entry, looked up): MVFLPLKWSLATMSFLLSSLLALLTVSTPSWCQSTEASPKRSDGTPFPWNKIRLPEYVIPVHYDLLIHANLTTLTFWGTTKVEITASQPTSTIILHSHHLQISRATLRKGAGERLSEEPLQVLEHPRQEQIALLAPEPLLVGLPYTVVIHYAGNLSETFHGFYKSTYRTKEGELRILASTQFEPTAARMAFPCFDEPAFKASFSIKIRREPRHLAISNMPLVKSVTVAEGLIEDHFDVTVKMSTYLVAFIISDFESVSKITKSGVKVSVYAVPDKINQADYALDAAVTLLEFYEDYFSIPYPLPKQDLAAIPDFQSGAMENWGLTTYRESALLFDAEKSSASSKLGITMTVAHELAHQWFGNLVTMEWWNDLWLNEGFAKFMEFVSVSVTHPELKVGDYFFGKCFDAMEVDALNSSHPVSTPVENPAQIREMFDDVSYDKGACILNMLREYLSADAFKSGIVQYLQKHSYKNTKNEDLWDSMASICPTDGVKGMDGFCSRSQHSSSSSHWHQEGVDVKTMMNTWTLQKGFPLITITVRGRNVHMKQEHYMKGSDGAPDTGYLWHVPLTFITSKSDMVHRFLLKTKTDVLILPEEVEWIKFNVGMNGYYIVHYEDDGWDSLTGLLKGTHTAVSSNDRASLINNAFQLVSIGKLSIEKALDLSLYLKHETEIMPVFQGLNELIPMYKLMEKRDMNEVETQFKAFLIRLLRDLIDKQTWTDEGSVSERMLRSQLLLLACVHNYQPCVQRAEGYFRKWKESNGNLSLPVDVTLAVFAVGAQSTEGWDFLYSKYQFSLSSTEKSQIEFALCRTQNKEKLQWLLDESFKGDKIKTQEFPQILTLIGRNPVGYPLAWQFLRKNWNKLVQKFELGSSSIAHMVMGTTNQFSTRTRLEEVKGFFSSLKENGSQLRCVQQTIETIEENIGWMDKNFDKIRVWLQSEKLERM
PGC1a acetyl inh = inhibitors of PGC1a acetylation signal, primary screen, cell-based, U2OS, AlphaScreen, inhibitor mode; AlphaScreen anti-acetyl-lysine; with virally co-expressed GCN5 acetyltransferase; inhibition, % at 15.6 µM; 0.17% of 350,000 active;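 active = every replicate shows inhibition of at least 40%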;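 note: 0% = neutral control wells and 100% = positive control wells; some results beyond the cut were filed as inactive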
PglD DTNB = C. jejuni PglD acetyltransferase inhibitors, primary screen, biochemical, DTNB colorimetric, single point; UDP-N-acetylbacillosamine N-acetyltransferase PglD (Campylobacter jejuni); purified PglD enzyme, DTNB colorimetric CoA detection; inhibition, % at 12.5 µM; 0.098% of 360,000 active; in the data active = inhibition above about 16%, passing the limit was not always enough; note: strong numbers were not always called active
S100A4 inh HTS = inhibitors of S100A4-myosin IIA peptide binding, primary screen, biochemical, fluorescence polarization, TAMRA-MyoIIA peptide; AID 652163, 2013; inhibition, % at 10.7 µM; Protein S100-A4 (Homo sapiens), P26447; 0.14% of 360,000 active;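 active = mean inhibition of at least 70% across replicates, with every replicate also reaching that level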
Target sequence (P26447 whole entry, looked up): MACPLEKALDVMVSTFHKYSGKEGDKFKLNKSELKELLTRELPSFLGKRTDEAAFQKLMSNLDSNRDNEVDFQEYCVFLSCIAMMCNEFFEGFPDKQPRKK
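Material: S100A4 monomer protein | Medium: HEPES pH 7.2 with CaCl2, KCl, NaCl, DTT, Triton | Reagent: Labelled myosin peptide probe, 5 nM | Doses: One dose per compound | Times: 5 min incubation before reading | Benchmarks: Neutral control DMSO, positive control TFP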
LGR2 inh = inhibitors of bursicon-induced LGR2 CRE-luciferase signal, primary screen, cell-based, HEK293, CRE-luciferase reporter, bursicon stimulation; Drosophila bursicon receptor LGR2 (rickets); 0.35% of 380,000 active; inhibition, % at 9.99 µM; AID 720647, 2013; bursicon-stimulated, 4 h;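 active = drop in luminescence signal, shown as inhibition above about 50% in the replicate tests, limit read from the data, passing the limit was not always enough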;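 note: agonist challenge used bursicon conditioned medium at about half maximal strength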
An asterisk follows results filed as active; x = not tested or not shown.

SMILES	PAX8 reporter	FN deposit inh	EWS-Fli block	ERAP1 HTS inh	PGC1a acetyl inh	PglD DTNB	S100A4 inh HTS	LGR2 inh
CC(C)NC(=O)Nc1ccc2c(c1)C(=O)N([C@H](C)CO)C[C@H](C)[C@H](CN(C)Cc1ccc(C(=O)Nc3ccccc3N)cc1)OCCCC[C@@H](C)O2	3	-1	-2	3	-7	x	13	-7
COc1ccccc1NC(=S)N1CCCCCC1	x	0	1	-3	-4	-1	5	14
COc1ccc(CN(C)C[C@@H]2Oc3c(NC(=O)C4CCCCC4)cccc3C(=O)N([C@@H](C)CO)C[C@H]2C)cc1	42	x	13	1	-1	-1	9	11
Cc1ccccc1S(=O)(=O)N[C@H]1CC[C@@H](CCNS(=O)(=O)c2cccc(F)c2)O[C@H]1CO	-4	-8	4	-1	-1	1	1	2
CC(=O)N(C)C[C@H]1Oc2ncc(-c3cccc(C#N)c3)cc2C(=O)N([C@@H](C)CO)C[C@@H]1C	-2	0	-8	1	-5	-2	4	-2
CC(C)C[C@@H]1NC(=O)[C@H]2C[C@@H](C(=O)NCc3ccc(F)cc3)[C@@H](c3cccc(OCCO)c3)N2C1=O	x	x	-2	3	1	0	-5	x
CCc1cccc(NC(=O)CCS(=O)(=O)c2cc3c(cc2C)NC(=O)CO3)c1	-5	-1	0	2	x	-2	-4	10
O=C(COC(=O)c1c[nH]c2ccccc12)Nc1ccc([N+](=O)[O-])cc1	16	2	4	2	9	x	-3	1
O=C(C[C@H]1CC[C@H]2[C@@H](COC[C@H](O)CN2Cc2cc(F)cc(F)c2)O1)NC1CCCC1	13	-8	2	-3	-4	4	8	-1
COc1ccc(S(=O)(=O)N(C)C[C@@H]2OCCCC[C@H](C)Oc3ccc(NS(=O)(=O)c4ccc(F)cc4)cc3C(=O)N([C@H](C)CO)C[C@H]2C)cc1	43	6	1	-1	-1	-2	-19	-6
CCOc1ccc(NC(=O)CN(C)C(=O)c2ccc(C)c(S(=O)(=O)N3CCCCC3)c2)cc1OCC	-4	0	10	1	-2	1	1	5
CCCCNC(=S)N(CCCO)Cc1cc2cc3c(cc2[nH]c1=O)OCCO3	6	1	10	9	0	-1	5	14
COc1ccc(CN(C)C[C@@H]2Oc3ccc(NC(=O)NC4CCCCC4)cc3CC(=O)N([C@@H](C)CO)C[C@@H]2C)cc1	10	x	x	0	-11	8	0	-13
Cn1cccc1/C=N/NC(=O)CNc1ccc2ccccc2c1	40	0	10	-3	2	-3	1	-12
O=C([C@@H]1[C@@H](CO)[C@@H]2Cn3c(ccc(/C=C/c4ccccc4)c3=O)[C@H]1N2)N1CCCCC1	-9	x	-3	2	-4	0	1	-13
CC(=O)c1ccc(OCc2cc(C(=O)NC(C)c3cnn(C)c3)no2)cc1 (stereo not given)	-168	3	x	1	x	2	-1	-51
O=C(c1cnccn1)N1CC(=O)N2[C@H](CO)[C@@H](c3ccc(C#CC4CCCC4)cc3)[C@@H]2C1	x	1	-2	2	2	x	0	22
CC(C)C(OC(=O)c1cc2c(s1)CCCCC2)C(=O)NC(N)=O (stereo not given)	-85	4	x	x	-2	0	x	23
CC(C)CC(=O)NC(NC(=O)CC(C)C)c1cccc([N+](=O)[O-])c1	12	-7	-5	1	x	-7	-4	-10
O=C(Nc1ccnn1C1CCN(CCCC2CCCC2)CC1)c1ccccc1	4	8	3	2	-2	-5	-55	8
COc1ccc([C@H]2CC(=O)C=C(c3ccc(Cl)c(C(F)(F)F)c3)C2)cc1	-33	-2	-23	1	-4	7	-2	-26
CC(C)CNc1ncnc2c1ncn2[C@H]1CN(Cc2ccc(-c3ccccc3)cc2)C[C@@H](CO)O1	32	8	5	3	x	-3	-4	15
CCOc1cc(C(=O)N[C@@H](C)C(=O)N2CCC3(CC2)NCCc2[nH]cnc23)cc(OCC)c1OCC	-4	-2	0	1	3	1	5	20
Cc1nc2ccccc2nc(=O)c1NNc1ccc([N+](=O)[O-])cc1	3	-1	-36	0	1	x	0	40
C#Cc1ccc([C@@H]2C=C(C(=O)N3CCN(Cc4ccc5c(c4)OCO5)CC3)O[C@H](OCCCCO)C2)cc1	3	-1	8	-2	x	-3	-3	-5
O=C(CN(Cc1ccc(Br)cc1)S(=O)(=O)c1ccccc1)NCc1cccnc1	-4	2	-6	5	-3	-1	-4	11
Clc1ccc(OCCOCCN2CCCCC2)c(Br)c1	16	9	x	x	-5	2	x	x
C=CCC[C@H](Cc1ccc(F)cc1)C(=O)OC[C@H](C)NC(=O)[C@@H](CC=C)CC(=O)N[C@H](CO)Cc1ccccc1	10	2	0	0	-4	0	2	21
CC(=O)Oc1ccc(N2C(=O)C3C(C2=O)C2C=CC3C23CC3)cc1[N+](=O)[O-] (stereo not given)	8	5	10	6	5	9	1	1
CCCC#Cc1ccc([C@@H]2[C@H](CO)N3C(=O)CN(C(=O)c4ccccc4)C[C@@H]23)cc1	x	x	x	-3	3	x	24	7
O=C(COc1ccc(S(=O)(=O)NCc2ccccc2)cc1)N1CCOCC1	x	x	4	-3	-3	1	2	8
Cn1cnc(S(=O)(=O)N2CCCCN3[C@H](CO)[C@H](c4ccc(-c5ccccc5F)cc4)[C@@H]3C2)c1	-26	x	-2	1	-3	5	0	-30
O=C(O)C1OC(C(=O)O)C(C(=O)O)C1C(=O)O (stereo not given)	15	1	-17	-2	x	x	-7	9
CC(=O)N1CCCN(Cc2cn(-c3cccc(C)c3)nc2-c2cccc(F)c2)CC1	-34	-1	-19	1	-3	0	0	-2
O=C1CC2(CCN(C(=O)COc3ccccc3)CC2)Oc2ccccc21	-5	1	-2	0	-4	-2	7	0
C/C=C/c1ccc([C@@H]2[C@@H](CO)N3C(=O)CN(C(=O)Nc4ccc(F)cc4)C[C@@H]23)cc1	12	-1	0	1	6	x	-2	-1
Cc1ccccc1N(C=O)c1ccccc1C	12	2	3	-1	-12	0	-1	-7
Cc1cc(C)cc(NC(=O)C2CCCN(S(=O)(=O)c3ccc4[nH]c(=O)ccc4c3)C2)c1 (stereo not given)	12	-2	16	1	x	-2	-8	5
CC(=O)N1CCC(N(CCN2CCOCC2)C(=S)Nc2c(C)cccc2C)CC1	-5	8	7	-2	3	x	-7	17
Cc1noc(C)c1NC(=O)N(C)C[C@@H]1OCCCC[C@H](C)Oc2ccc(NC(=O)Cc3ccccc3)cc2C(=O)N([C@H](C)CO)C[C@@H]1C	x	x	-7	0	1	-2	4	9
Cc1ccc(C(=O)NCC(=O)Nc2ccc(Cl)cc2)s1	4	-12	-5	0	10	-3	-4	12
O=C(O)c1ccc(NC(=S)NC(=O)c2ccc(-c3ccccc3)cc2)cc1	-80	-11	-51	-4	-1	x	1	-100
O=C1CCN(CC2CCCCC2)C=C1C(=O)c1ccccc1	-7	0	-15	3	6	1	-7	x
Cc1ccc2c(c1)[C@H]1[C@H](CO2)[C@H](c2ccccc2)[C@]2(C)C(=O)N(C)CC(=O)N12	14	6	1	7	x	-3	23	5
COc1ccc(S(=O)(=O)n2nc(-n3c(C)ccc3C)c3c(F)cccc32)cc1OC	48	-1	23	-1	1	-4	-7	x
CCOC(=O)CS(=O)(=O)CC(=O)Nc1ccc([N+](=O)[O-])cc1OC	7	3	14	0	4	5	-3	0
COC(=O)c1ccc(NS(=O)(=O)c2cc3c4c(c2)CCC(=O)N4CCC3)cc1	4	-5	5	6	x	0	3	-20
O=C1N(Cc2cccc(Cl)c2)C[C@@H]2C[C@@H](c3cccc4cccnc34)N3CCC[C@@]123	9	-8	10	-2	x	x	-12	13
CCc1ccccc1N(CC(=O)NCc1ccc(OC)cc1)C(=O)CCC(=O)Nc1ccccn1	11	-13	0	0	7	1	-5	7
CCN(CC)CCN(C)c1ccc(N2C(=O)C3CC=CCC3C2=O)cc1[N+](=O)[O-] (stereo not given)	16	5	2	-2	-13	-6	-9	0
Cc1ccc(S(=O)(=O)N2CCN(c3nc(-c4cccs4)nc4ccccc34)CC2)cc1	4	-10	17	2	x	-6	1	-16
CCOC(=O)CN1CC23C=CC(O2)C(C(=O)NC2CCCC2)C3C1=O (stereo not given)	-25	-29	-2	1	-1	8	-4	2
CO[C@@H]1CN(C)C(=O)c2cc(NC(=O)C3CCCC3)ccc2OC[C@H](C)NC[C@@H]1C	0	-5	-11	-1	x	-1	-15	-8

Only LGR2 inh, PAX8 reporter and PglD DTNB, for some of the entries so far:
mol,LGR2 inh,PAX8 reporter,PglD DTNB
COc1ccc(S(=O)(=O)n2nc(-n3c(C)ccc3C)c3c(F)cccc32)cc1OC,x,48,-4
CCOC(=O)CS(=O)(=O)CC(=O)Nc1ccc([N+](=O)[O-])cc1OC,0,7,5
COC(=O)c1ccc(NS(=O)(=O)c2cc3c4c(c2)CCC(=O)N4CCC3)cc1,-20,4,0

3 compounds out of the list above, arranged by their value in LGR2 inh, low to high.
Molecule	LGR2 inh
O=C(O)c1ccc(NC(=S)NC(=O)c2ccc(-c3ccccc3)cc2)cc1	-100
Cc1ccc(S(=O)(=O)N2CCN(c3nc(-c4cccs4)nc4ccccc34)CC2)cc1	-16
CCN(CC)CCN(C)c1ccc(N2C(=O)C3CC=CCC3C2=O)cc1[N+](=O)[O-] (stereo not given)	0

In a second layout: results already given
molecule: CCc1ccccc1N(CC(=O)NCc1ccc(OC)cc1)C(=O)CCC(=O)Nc1ccccn1
  PAX8 reporter = 11	FN deposit inh = -13	EWS-Fli block = 0	ERAP1 HTS inh = 0	PGC1a acetyl inh = 7	PglD DTNB = 1	S100A4 inh HTS = -5	LGR2 inh = 7
molecule: CCN(CC)CCN(C)c1ccc(N2C(=O)C3CC=CCC3C2=O)cc1[N+](=O)[O-] (stereo not given)
  PAX8 reporter = 16	FN deposit inh = 5	EWS-Fli block = 2	ERAP1 HTS inh = -2	PGC1a acetyl inh = -13	PglD DTNB = -6	S100A4 inh HTS = -9	LGR2 inh = 0
molecule: Cc1ccc(S(=O)(=O)N2CCN(c3nc(-c4cccs4)nc4ccccc34)CC2)cc1
  PAX8 reporter = 4	FN deposit inh = -10	EWS-Fli block = 17	ERAP1 HTS inh = 2	PGC1a acetyl inh = x	PglD DTNB = -6	S100A4 inh HTS = 1	LGR2 inh = -16
molecule: CCOC(=O)CN1CC23C=CC(O2)C(C(=O)NC2CCCC2)C3C1=O (stereo not given)
  PAX8 reporter = -25	FN deposit inh = -29	EWS-Fli block = -2	ERAP1 HTS inh = 1	PGC1a acetyl inh = -1	PglD DTNB = 8	S100A4 inh HTS = -4	LGR2 inh = 2

High-throughput results: PubChem BioAssay, Broad Institute
